phage Ecoli inh = E. coli growth loss with phage present | growth absorbance | inhibition, % at 11.9 µM | 0.26% of 360,000 active; in the data active means inhibition above about 11%
AddAB inh = less growth of phage-infected E. coli with AddAB | 0.29% of 330,000 active | E. coli expressing H. pylori AddAB, absorbance growth | inhibition, % at 11.9 µM | AID 435030; in the data active means inhibition above about 12%;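 further: 0% = vehicle wells of infected cells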
OPRM1-OPRD1 inv = inverse agonists of human mu-delta opioid receptor heterodimerization; P35372+P41143; cell-based MOR-DOR heterodimer luminescence, inverse agonism; inhibition, % at 9.3 µM; 0.21% of 340,000 active; in the data active means inhibition above about 22%, passing the limit was not always enough;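 further: 0% = cells with DMSO and 100% = wells without cells with DMSO; values of inactives mirror those of a sister screen read the other way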
Target sequence (P35372 whole entry, looked up): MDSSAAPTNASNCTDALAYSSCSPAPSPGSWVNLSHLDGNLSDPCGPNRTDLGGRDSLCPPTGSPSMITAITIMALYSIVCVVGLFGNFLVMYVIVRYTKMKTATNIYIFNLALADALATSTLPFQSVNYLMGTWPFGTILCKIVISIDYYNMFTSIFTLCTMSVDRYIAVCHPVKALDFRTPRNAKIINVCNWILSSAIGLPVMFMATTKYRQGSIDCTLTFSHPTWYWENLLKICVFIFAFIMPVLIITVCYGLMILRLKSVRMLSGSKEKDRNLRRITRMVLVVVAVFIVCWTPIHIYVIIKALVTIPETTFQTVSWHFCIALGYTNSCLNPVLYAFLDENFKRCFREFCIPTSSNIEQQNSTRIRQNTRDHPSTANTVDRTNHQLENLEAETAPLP
Target sequence (P41143 whole entry, looked up): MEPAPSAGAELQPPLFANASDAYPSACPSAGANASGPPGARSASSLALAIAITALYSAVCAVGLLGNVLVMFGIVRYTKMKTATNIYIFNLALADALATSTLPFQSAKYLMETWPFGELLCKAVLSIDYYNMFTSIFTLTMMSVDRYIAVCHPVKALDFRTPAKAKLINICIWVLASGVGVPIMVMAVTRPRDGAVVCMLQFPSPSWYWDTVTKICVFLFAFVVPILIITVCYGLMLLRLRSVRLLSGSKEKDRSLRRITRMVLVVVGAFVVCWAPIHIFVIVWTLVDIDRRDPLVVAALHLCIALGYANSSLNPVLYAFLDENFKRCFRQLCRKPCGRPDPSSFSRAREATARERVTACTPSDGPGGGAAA
HTR5A inv ctr = HTR5A inverse agonism, opioid heterodimer counter-screen | inhibition, % at 9.3 µM | 0.083% of 340,000 active | HTR5A cell line, luminescence | P47898 | AID 504634; in the data active means inhibition mostly above about 23%, no sharp cut-off; inactive means mostly below about 18%;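 further: 0% = cells with DMSO and 100% = no-cell wells with DMSO; some compounds called inactive have numbers as strong as hits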
PKA-R1A activ = activators of PKA-R1A complex. 0.083% of 340,000 active. PKA-R1A dissociation, Cy5-IP20 fluorescence polarization; scaled: DMSO 0%, 113 µM cGMP 100%. P00514+P68181. activation, % at 11.4 µM;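 active means percent activation above the mean of all tested compounds plus 3 SD, cut at about 19% in these data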;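 further: higher means more PKAc released from R1A so a rise in polarization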
MOR-DOR ag = agonists of human mu-delta opioid receptor heterodimerization; AID 504326; P35372+P41143; cells, OPRM1-OPRD1 heterodimerization, luminescence; 0.3% of 340,000 active; activation, % at 9.3 µM; in the data active means activation above about 18%;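 further: 0% = vehicle-treated cells and 100% = reference agonist; values of inactives mirror those of a sister screen read the other way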
PfHsp90 set2 = reduces growth (ATP signal) of yeast expressing P. falciparum Hsp90. S. cerevisiae expressing PfHsp90, BacTiter-Glo ATP, 48 h; yeast lacking PDR1 and PDR3 efflux regulators. inhibition, % at 9.4 µM. 0.32% of 310,000 active. AID 504621;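 active means every replicate shows inhibition above about 80%, whatever the replicate mean, limit read from the data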;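 further: 0% = DMSO neutral controls and 100% = 20 µM radicicol positive controls; yeast relying on Plasmodium falciparum Hsp90 in place of its own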
Ecoli viability = counter-screen for AddAB inhibitors: E. coli growth inhibition; E. coli V3065 growth, OD600 absorbance, 18 h; inhibition, % at 11.9 µM; 0.27% of 330,000 active;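 active means inhibition above the campaign's mean inhibition across all tested compounds plus 3 SD, cut at about 9.9% in these data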;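 further: uninfected addAB+ strain grown without phage in ampicillin broth; 0% = DMSO wells and 100% = ciprofloxacin 0.95 µg/ml wells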
HTR5A ag = counter-screen for OPRM1-OPRD1 agonists: human HTR5A agonism | P47898 | HTR5A agonist assay, luminescence, cell-based | activation, % at 9.3 µM | 0.61% of 340,000 active | AID 504692; in the data active means activation mostly above about 9.5%, no sharp cut-off; inactive means mostly below about 7.6%;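 further: 0% = cells with vehicle only and 100% = reference agonist; strong numbers were not always called active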
Mot1-301 SUMO = SUMOylation pathway inhibition by Mot1-301 growth rescue; S. cerevisiae Mot1-301 growth rescue, ATP luminescence, 38.5C; percent above DMSO median, 100 means doubled; growth rescue, % at 18.8 µM; 1% of 320,000 active;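 active means every valid replicate shows activation above 250% relative to neutral control wells; inactive means the rest, any valid replicate at or below 250%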;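 further: OY570 slx delta 5 strain wells were the positive control but not used for scaling; some compounds called inactive have numbers as strong as hits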
DSG3 Ab inh = inhibitors of pemphigus antibody binding to human desmoglein-3; P32926; AID 588358; binding (percent of control), % at 10 µM; 0.48% of 310,000 active; DSG3-coupled beads, scFv-anti-DSG3-GFP binding, flow cytometry; active compounds read low;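 active means binding more than 3 SD below its plate's average and above zero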;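 further: hits lower antibody fragment binding to DSG3; some compounds called inactive have numbers as strong as hits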
* marks the source's active call; other numbers are inactive results; x = not tested or not shown.

Every second line gives: OPRM1-OPRD1 inv, Ecoli viability, HTR5A ag, Mot1-301 SUMO, PKA-R1A activ, PfHsp90 set2, HTR5A inv ctr, AddAB inh, MOR-DOR ag, phage Ecoli inh, DSG3 Ab inh
1) O=C(c1n[nH]c2ccccc12)N1CCN(S(=O)(=O)c2ccccc2)CC1
→ 20, 1.4, 6, 3, -1, -5, -15, -1.2, -5.2, 1.4, x
2) Cc1[nH]nc(SCC(=O)NC2CCCCC2)c1[N+](=O)[O-]
→ 18, 0.3, 0, -16, -14, -28, 3, 0.1, -3.6, 1.7, 94
3) Cc1ccc(S(=O)(=O)N2CCOCC2)cc1C(=O)N1CCCCCC1
→ 23, 1.3, -4, 4, -15, 0, 10, -0.9, -4.5, -0.4, 104
4) COc1cccc(N(C(=O)c2ccco2)c2nc(-c3sc(NC(=O)c4ccco4)nc3C)cs2)c1
→ 10, -1.6, 0, -18, -6, x, -5, 0.8, -1.9, 2.0, 96
5) Cc1c(NC(=O)CN2C(=O)NC(C)(c3ccc(Cl)cc3)C2=O)c(=O)n(-c2ccccc2)n1C (centres undefined)
→ 4, -0.2, 8, -3, -9, x, -6, -2.0, -0.6, -0.9, 107
6) Fc1ccc(OCCCCCn2ccnc2)cc1
→ 23, 2.1, -1, 13, -4, 2, 2, 2.6, -4.6, 1.9, 120
7) CCC(Sc1ncnc2sc(C)c(C)c12)C(=O)OC (centres undefined)
→ 13, -0.6, -1, 15, -3, -9, 14, -0.7, -2.2, 2.0, 104
8) O=C(O)c1cc(-c2ccc3c(c2)OCO3)nc2ccc(Br)cc12
→ 21, 2.6, 3, -1, -2, 46, -7, 0.9, -4.3, 3.6, 33*
9) COCc1cc(CNC(=O)C2CCC(=O)N(Cc3cccc(OC)c3)C2)[nH]n1 (centres undefined)
→ 6, x, 1, x, 2, -16, 25, x, -1.2, 0.6, 101
10) Cc1ccccc1-c1cc(=O)c2ccccc2o1
→ 8, 1.7, 0, 83, -12, -4, 14, 3.1, -1.4, 1.1, 99

(continued)
Every second line gives: OPRM1-OPRD1 inv, Ecoli viability, HTR5A ag, Mot1-301 SUMO, PKA-R1A activ, PfHsp90 set2, HTR5A inv ctr, AddAB inh, MOR-DOR ag, phage Ecoli inh, DSG3 Ab inh
11) COC(=O)c1cc(NC(=O)Nc2ccccc2OC)cc(C(=O)OC)c1
→ -5, -1.2, 3, x, -7, x, -9, 0.7, 1.0, 2.5, x
12) NS(=O)(=O)c1cccc(NC(=O)c2cccs2)c1
→ 8, 1.0, 0, 25, 6, -13, -1, -0.3, -1.5, -0.5, 103
13) C=CC12C=CC=CN1C(C(=O)OC)=C(C(=O)OC)C(C(=O)OC)=C2C(=O)OC (centres undefined)
→ 1, 0.3, -1, -7, 2, -13, -4, 0.8, -0.2, 2.8, 91
14) Cc1ccc(S(=O)(=O)N(C)CC(=O)OCC(=O)c2c(N)n(C)c(=O)n(C)c2=O)cc1
→ -24, 1.1, -1, 8, 3, 15, 4, 4.2, 3.3, 2.9, 104
15) COC(=O)c1cc(Sc2c(Cl)cccc2Cl)ccn1
→ 2, -0.6, -1, x, 6, -23, 2, 1.0, -0.3, 3.2, 105
16) O=C(CN1CCOCC1)n1c2c(c3ccccc31)CCCC2
→ -3, -0.8, 2, -14, 7, x, -1, 0.9, 0.7, -1.6, 121
17) CCn1c(C2CC(=O)N(Cc3ccccc3)C2)nc2ccccc21 (centres undefined)
→ 9, 0.5, -5, 5, 0, 12, -12, -2.9, -1.5, 2.7, 103
18) CNc1c(-n2cc(C(=O)OC)c(C(=O)OC)c2C(=O)OC)c(=O)n(C)c(=O)n1C
→ 2, 1.3, 5, 10, -7, -1, 12, 4.2, -0.4, -0.8, 109
19) CC(=O)NCc1cccc(CNC(C)=O)n1
→ 5, 0.0, 6, -7, -9, 9, -15, 0.6, -1.1, 1.6, 101
20) CC(OC(=O)c1ccc2c(=O)n3c(nc2c1)CCC3)C(N)=O (centres undefined)
→ 3, -0.9, 1, -14, -10, x, -2, 0.2, -0.7, 2.6, 112

The results go on.
Every second line gives: OPRM1-OPRD1 inv, Ecoli viability, HTR5A ag, Mot1-301 SUMO, PKA-R1A activ, PfHsp90 set2, HTR5A inv ctr, AddAB inh, MOR-DOR ag, phage Ecoli inh, DSG3 Ab inh
21) COC(=O)Nc1nncs1
→ 0, -2.5, 0, -20, -5, -24, 1, -0.3, -0.1, -0.2, x
22) O=C1OCc2cc(NC(=O)C3COc4ccccc4O3)ccc21 (centres undefined)
→ 13, 1.9, -4, -9, 1, -11, 10, 3.3, -2.5, 2.4, 104
23) O=C(O)c1c(NC(=O)N2CCCC2)sc2c1CCCC2
→ 8, 0.0, 2, 3, -16, 7, -8, 0.7, -1.5, 0.7, 92
24) Cc1ccc(Sc2c(C(=O)Nc3ccc(F)cc3F)c(C(F)(F)F)nn2C)cc1
→ -9, 1.3, 1, -36, -17, 11, 15, 4.5, 1.7, 3.6, 272
25) CCc1cccc(Oc2nn[nH]n2)c1
→ 14, -1.6, -1, -2, -7, 13, 8, 0.1, -2.6, x, 102
26) CN1C(=O)C(O)(CC(=O)/C=C/C=C/c2ccccc2)c2ccccc21 (centres undefined)
→ -3, 0.9, 3, -7, -7, 0, -8, 0.4, 0.5, 2.3, 97
27) CCOc1ccc(NC2c3ccccc3C(=O)N2Cc2ccco2)cc1 (centres undefined)
→ -33, -2.0, -2, 0, -1, 1, -18, -2.8, 6.0, 1.4, 115
28) O=C(N/N=C/c1c(Cl)cccc1Cl)c1n[nH]c2c1CCCC2
→ 1, 1.6, -2, 203, -5, 9, -19, -0.2, -0.1, 2.5, 89
29) Cc1cc(C)nc(NC(=O)CSc2ccccn2)n1
→ 11, 0.5, -2, -16, -1, -3, 8, 2.4, -2.1, 2.2, x
30) COCc1cc(C2C(C(=O)c3ccco3)=C(O)C(=O)N2CCOCCO)ccc1O (centres undefined)
→ 6, 0.5, -9, x, 0, -19, 12, 1.3, -1.1, 1.0, 101

As a working copy, three of the compounds above:
Every second line gives: OPRM1-OPRD1 inv, Ecoli viability, HTR5A ag, Mot1-301 SUMO, PKA-R1A activ, PfHsp90 set2, HTR5A inv ctr, AddAB inh, MOR-DOR ag, phage Ecoli inh, DSG3 Ab inh
21) COC(=O)Nc1nncs1
→ 0, -2.5, 0, -20, -5, -24, 1, -0.3, -0.1, -0.2, x
22) O=C1OCc2cc(NC(=O)C3COc4ccccc4O3)ccc21 (centres undefined)
→ 13, 1.9, -4, -9, 1, -11, 10, 3.3, -2.5, 2.4, 104
23) O=C(O)c1c(NC(=O)N2CCCC2)sc2c1CCCC2
→ 8, 0.0, 2, 3, -16, 7, -8, 0.7, -1.5, 0.7, 92

The listing continues:
Every second line gives: OPRM1-OPRD1 inv, Ecoli viability, HTR5A ag, Mot1-301 SUMO, PKA-R1A activ, PfHsp90 set2, HTR5A inv ctr, AddAB inh, MOR-DOR ag, phage Ecoli inh, DSG3 Ab inh
31) COc1ccc(CC(=O)O/N=C(\N)Cc2ccc([N+](=O)[O-])cc2)cc1
→ 7, -2.1, -3, -6, -10, -4, -34, -0.1, -1.5, 1.2, x
32) Cc1c(NC(=O)OCc2ccccc2)c(=O)n(-c2ccccc2)n1C
→ 9, 0.8, -3, -15, -8, 18, 9, 2.1, -1.6, 1.4, 102
33) CNC(=S)NCC(O)c1ccc([N+](=O)[O-])cc1 (centres undefined)
→ 16, -0.7, -3, -4, -10, -16, 8, 0.4, -3.4, 1.9, 94
34) CCn1c2nc(SCCN3CCOCC3)nnc2c2cc(C)cc(C)c21
→ 7, 0.7, 4, 7, 2, 5, -14, 1.6, -1.2, -0.6, 97
35) O=C(O)c1ccc(-c2cccc([N+](=O)[O-])c2)o1
→ 18, 0.8, 7, 0, -9, -5, -21, -2.3, -3.3, 0.6, 96
36) CCCCN(C(=O)c1ccc(Br)o1)C1CCS(=O)(=O)C1 (centres undefined)
→ 10, 1.4, 5, -5, -5, x, -15, 3.1, -1.5, 4.1, 110
37) CCCNC(=O)c1oc2ccc3c(c2c1C)C=CC(C)(C)O3
→ -1, -1.3, 2, -5, -11, -44, -7, -1.1, 0.2, -3.0, 112
38) O=C(CSc1ncc(-c2ccccc2)n1-c1ccccc1)NCc1ccco1
→ 24, 2.7, 0, 2, -4, 20, -7, 3.5, -5.3, -0.2, x
39) S=C1NCN(C2CCCCC2)CN1Cc1ccccc1
→ 5, -0.8, 2, 7, -7, 2, -4, -2.1, -0.8, 1.9, 98
40) COc1ccccc1NC(=O)C1(C)Cc2ccccc2C(=O)O1 (centres undefined)
→ 9, -0.8, 1, -21, 3, 3, 26, -1.3, -1.6, -1.4, 80

More entries follow:
Every second line gives: OPRM1-OPRD1 inv, Ecoli viability, HTR5A ag, Mot1-301 SUMO, PKA-R1A activ, PfHsp90 set2, HTR5A inv ctr, AddAB inh, MOR-DOR ag, phage Ecoli inh, DSG3 Ab inh
41) Cc1ccc(SCC(=O)Nc2ccc(F)cc2[N+](=O)[O-])cc1C
→ -75, -2.0, 2, -14, -10, -6, -5, -0.7, 12, 0.2, 99
42) COc1ccc(NC(=O)Cn2nnc(C(=O)NCc3ccc(C)cc3)c2N)cc1Cl
→ -14, -4.6, -1, -7, 10, 3, -5, 0.7, 2.7, 0.0, 92
43) CCCCC(=O)NC(c1ccccc1OC)c1ccc2cccnc2c1O (centres undefined)
→ -3, 33*, 6, -3, -7, 106*, 24, 32*, 0.5, 34*, 92
44) CC1(C)N=C(N)N=C(N)N1c1ccc(Oc2ccc(Cl)cc2)c(Cl)c1
→ 23, -1.0, -1, 0, -6, 9, 4, 0.7, -5.1, 2.0, 104
45) O=C(Cn1ccc2ccccc2c1=O)NCCC(=O)N1CCCCC1
→ 14, 1.1, 0, 272, 5, 10, 1, 3.9, -2.3, 2.1, x
46) Cc1ccnc(N2CCC(C(=O)Nc3ccc4c(c3)CCC4)CC2)n1
→ 4, -0.2, 1, 108, 1, 8, -33, -0.2, -0.8, 4.7, 100
47) CN1C(=O)C(=O)N(CC(=O)N2CCc3ccccc32)C1=O
→ 10, 1.4, 3, 21, 16, -4, 2, 5.0, -2.3, 1.4, 118
48) c1ccc2nc(-c3ccncc3)ccc2c1
→ 17, -0.4, -1, -8, -7, x, 22, -1.0, -3.2, 1.6, 103
49) Fc1ccc(-c2nnn(Cc3ccc(F)cc3Cl)n2)cc1
→ -25, 2.0, 1, 18, -1, 18, -4, 1.4, 5.3, 2.4, 114
50) CCCCc1ccc(NC(=O)C2CCCO2)cc1 (centres undefined)
→ 8, 2.4, -2, x, -1, -2, 10, 1.9, -1.5, 2.3, 110
51) O=C(Nc1cccc(Cl)c1)c1cc2c(=O)n3ccccc3nc2s1
→ 5, -2.0, -3, 21, 1, 5, 8, -2.1, -1.3, 1.0, 100
52) CNc1oc(/C=C/c2cccc(OC)c2)nc1C#N
→ -4, -1.4, 3, 0, 11, -12, -6, -0.5, 0.8, x, 101
53) Cc1cc(C)cc(OCc2ccc(C(=O)N3N=C(C(F)F)CC3(O)C(F)F)o2)c1 (centres undefined)
→ -91, 0.2, 1, 31, -2, 11, 2, 0.8, 16, 3.8, 108

Screening data (PubChem BioAssay)
